Screens from PubChem.
G6PDH CS = L. mesenteroides G6PDH inhibitors, counter-screen for G6PDH-coupled screening assays, biochemical, Leuconostoc mesenteroides enzyme. inhibition, % at 5 µM. glucose-6-phosphate dehydrogenase [Leuconostoc mesenteroides]. Purified L. mesenteroides G6PDH, diaphorase/resazurin coupled fluorescence, 45 min. AID 1020, 2008. 200,000 tested, 0.12% active; in the data active = inhibition above about 50%
STAT1 inh = STAT1 signaling inhibitors, primary screen, cell-based, HTS, luciferase reporter. NIH 3T3 STAT1-luciferase reporter, IFN-gamma, luminescence. inhibition, % at 5.5 µM. 200,000 tested, 0.35% active;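 active = inhibition above a set limit, the mean inhibition across all tested compounds plus 3 SD, cut at about 34% in these data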;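 note: 0% = IFN-gamma with DMSO and 100% = IFN-gamma with 300 µM nifuroxazide; values of inactives mirror those of a sister screen read the other way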
STAT3 activator = IL-6 driven STAT3 reporter potentiators, primary screen, U3A cells, luciferase, luminescence, MLSCN library. IL-6 STAT3-luciferase reporter; 100% = signal with IL-6 EC80 alone. activation (% of control), % at 5.6 µM. 190,000 tested, 0.91% active. AID 871, 2007;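 active = activation above the screen-wide mean of compound activation plus 3 SD, cut at about 130% in these data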;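 note: 0% = background luminescence of wells with medium and substrate only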
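Material: human STAT1-deficient U3A cells with stable STAT3-luciferase reporter / Probe or stimulus: IL-6 stimulus at 33 ng/mL final / Schedule: 1 h compound pre-exposure, 6 h IL-6 stimulation, 37 °C / Technique: luminescence / Read-out basis: percent of IL-6-only median luminescence / Control set: IL-6-only high control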
Diaph act CS = compounds boosting diaphorase resazurin reduction – biochemical, uHTS, resorufin fluorescence, counter-screen for diaphorase-coupled primary assays, primary screen | Diaphorase/resazurin coupled assay, 16 min; hits give high values; 1 = vehicle wells, 0 = NADH-free wells | activation factor at 20 µM | 190,000 tested, 0.005% active | AID 1229, 2008;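 active = diaphorase activity raised at least twofold by the compound at 20 µM; inactive = activation factor below 2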
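Material: purified diaphorase enzyme from Clostridium kluyveri; Also added: 0.114 mM NADH and 0.1 mM resazurin, final amounts; Doses: single compound dose of 20 µM, 1% DMSO final; Times: 16 min enzyme reaction, ambient temperature; Detection: resorufin fluorescence, excitation 544 nm, emission 590 nm; Measure: increased resorufin signal from activators or reducing compounds.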
Diaphorase inh = diaphorase inhibitors and chemical oxidizers, primary screen, counter-screen for diaphorase-coupled primary assays, biochemical, uHTS, resorufin fluorescence. 190,000 tested, 0.69% active. diaphorase resazurin-to-resorufin fluorescence, NADH, 16 min; bacterial (C. kluyveri) enzyme, not human. inhibition, % at 20 µM;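 active = primary screen inhibition at 20 µM above a set limit, cut at about 50% in these data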;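 note: plate controls were DMSO with full reaction for no effect and wells lacking NADH for full effect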
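Test system: Clostridium kluyveri diaphorase enzyme / Quantity: diaphorase at 0.14 U/mL in enzyme working solution / Incubation: 16-min room-temperature incubation before reading / Benchmarks: NADH-free wells as positive control, DMSO-only neutral wells / Signal: resorufin fluorescence 544/590 nm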
APP transl inh = inhibitors of APP translation via 5'UTR reporter, primary screen, APP 5'UTR luciferase, SH-SY5Y cells; SH-SY5Y APP 5'UTR-luciferase reporter, luminescence; inhibition, % at 2 µM; 190,000 tested, 0.82% active;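 active = inhibition above a set limit, derived from the sample mean plus 3 SD, cut at about 45% in these data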; note: values of inactives mirror those of a sister screen read the other way
Hsp70 activator = Hsp70 transcriptional activators, primary screen, cell-based, HeLa, Hsp70 promoter luciferase, luminescence, 10 µM; activation, % at 10 µM; 200,000 tested, 0.04% active; HeLa Hsp70 promoter luciferase reporter; scaled: vehicle 0, proteasome-inhibitor control 100%; AID 1203, 2008;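 active = activation above the mean across all tested compounds plus 3 SD, cutoff set per campaign, cut at about 5.5% in these data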;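 note: 100% = MG132 at 30 µM as the positive control and 0% = DMSO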
TLR4-MyD88 BLA = inhibitors of TLR4-MyD88 association in cells, primary screen, cell-based, HeLa CL3-4, BLA complementation, FRET ratio. Toll-like receptor 4 (Homo sapiens) + Myeloid differentiation primary response protein …. HeLa CL3-4 TLR4/MyD88 BLA complementation. inhibition, % at 8.4 µM. 200,000 tested, 0.18% active; in the data active = inhibition above about 25%;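 note: 0% = vehicle and 100% = reference inhibitor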
Target sequence (O00206 whole entry, looked up): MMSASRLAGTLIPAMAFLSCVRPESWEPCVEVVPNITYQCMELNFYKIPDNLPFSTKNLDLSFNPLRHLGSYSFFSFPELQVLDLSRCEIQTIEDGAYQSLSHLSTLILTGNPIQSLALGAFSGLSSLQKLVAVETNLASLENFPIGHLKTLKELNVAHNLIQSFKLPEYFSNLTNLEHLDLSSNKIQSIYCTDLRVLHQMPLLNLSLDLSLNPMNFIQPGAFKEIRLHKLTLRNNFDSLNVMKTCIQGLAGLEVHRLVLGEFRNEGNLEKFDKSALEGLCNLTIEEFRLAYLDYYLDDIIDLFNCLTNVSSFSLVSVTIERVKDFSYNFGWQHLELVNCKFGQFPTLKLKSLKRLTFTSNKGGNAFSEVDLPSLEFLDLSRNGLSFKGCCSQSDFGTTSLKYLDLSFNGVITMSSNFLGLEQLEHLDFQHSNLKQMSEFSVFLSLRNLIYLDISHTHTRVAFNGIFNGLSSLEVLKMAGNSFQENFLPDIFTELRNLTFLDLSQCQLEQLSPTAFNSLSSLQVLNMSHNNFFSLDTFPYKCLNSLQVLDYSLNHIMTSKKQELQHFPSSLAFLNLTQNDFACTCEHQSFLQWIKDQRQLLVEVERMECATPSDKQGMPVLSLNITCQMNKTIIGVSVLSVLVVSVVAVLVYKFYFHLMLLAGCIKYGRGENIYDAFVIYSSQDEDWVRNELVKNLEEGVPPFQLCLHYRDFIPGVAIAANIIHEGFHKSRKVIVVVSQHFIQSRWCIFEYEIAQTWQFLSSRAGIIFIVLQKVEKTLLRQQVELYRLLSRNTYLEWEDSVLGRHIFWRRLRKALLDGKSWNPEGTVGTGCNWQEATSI
Target sequence (Q99836 whole entry, looked up): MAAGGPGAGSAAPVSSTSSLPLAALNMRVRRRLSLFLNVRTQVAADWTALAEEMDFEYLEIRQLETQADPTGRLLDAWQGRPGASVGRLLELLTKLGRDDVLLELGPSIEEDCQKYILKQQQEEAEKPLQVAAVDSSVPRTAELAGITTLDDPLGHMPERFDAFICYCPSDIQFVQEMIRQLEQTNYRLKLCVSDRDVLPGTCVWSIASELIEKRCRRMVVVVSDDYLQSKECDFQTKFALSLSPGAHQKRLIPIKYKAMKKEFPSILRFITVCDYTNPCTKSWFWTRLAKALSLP
STAT1 act = STAT1 signaling activators, primary screen, cell-based, HTS, luciferase reporter; NIH 3T3 STAT1-luciferase reporter, IFN-gamma, luminescence; 100% = IFN-gamma alone, no compound; activation (% of control), % at 5.5 µM; 200,000 tested, 2.6% active; AID 932, 2007;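 active = activation above the screen-wide mean activation plus 3 SD, cut at about 130% in these data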;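 note: raw ratio to IFN-gamma control signal so 100% means no change and 0% no light; values of inactives mirror those of a sister screen read the other way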
STAT3 inh = IL-6 driven STAT3 reporter inhibitors, primary screen, U3A cells, luciferase, luminescence, MLSCN library. IL-6 STAT3-luciferase reporter; host cell line lacks STAT1. inhibition, % at 5.5 µM. 190,000 tested, 0.89% active. AID 862, 2007;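 active = inhibition above the mean inhibition across all screened compounds plus 3 SD, cut at about 44% in these data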;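 note: 0% = DMSO only wells and 100% = 100 µM nifuroxazide control wells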
Active calls of the source: *; x = not tested or not shown. An unsorted share of the library. About 6.1% of those tested had a hit in this group.

SMILES	G6PDH CS	STAT1 inh	STAT3 activator	Diaph act CS	Diaphorase inh	APP transl inh	Hsp70 activator	TLR4-MyD88 BLA	STAT1 act	STAT3 inh
CCn1c(=O)cc(SCC(=O)NCCCN2CCN(c3ccccc3F)CC2)c2ccccc21	2.4	6.5	87.3	1	-4.1	11.0	-0.4	0.5	94.1	20.2
COc1cccc(CN2CCNC(=O)C2CC(=O)N(Cc2cnn(C)c2)C(C)C)c1 (configuration not stated)	10.7	-9.3	92.4	0.8	16.1	4.9	0.0	-14.1	107.0	13.1
Cc1ccccc1NC(=O)Cn1c(CCC(=O)O)ccc1-c1cccs1	-3.0	1.3	108.3	1	-4.3	-23.0	0.1	-4.3	99.3	-7.2
COCCNC(=O)c1ccc2snnc2c1	2.4	5.7	98.3	0.9	10.6	8.0	-0.3	-2.1	94.7	3.5
COC(=O)c1ccc(S(=O)(=O)N2C3CCC2CC(NC(=O)NC2CCCCC2)C3)cc1 (configuration not stated)	4.0	-0.4	103.6	0.9	5.4	3.5	-0.1	5.4	100.4	-0.7
COc1ccccc1CNC(=O)CCNS(=O)(=O)c1cccc2nsnc12	-5.0	1.9	96.5	0.9	7.7	-14.4	-0.4	4.7	98.3	9.6
C=CCON1C(=O)c2ccccc2C1=O	-0.5	0.8	95.9	0.9	8.5	-22.9	-0.2	-8.6	99.3	9.3
COC(CNC(=O)CNC(=S)N(CCCN1CCOCC1)Cc1cccs1)OC	-1.3	0.3	97.9	1	2.6	-20.0	0.1	-7.4	98.4	9.1
CCOC(=O)c1nnc(-c2ccc(C)cc2)nc1Sc1cccc(Cl)c1	-4.2	4.6	106.5	0.9	10.1	x	-0.4	4.0	95.7	-0.5
COc1cccc2cc(C(=O)N(Cc3ccccc3)CC3CCCO3)c(=O)oc12 (configuration not stated)	3.3	3.8	95.6	1	4.6	-1.9	-0.2	-7.7	94.1	9.0
CC(C)C1NC2(C(=O)c3ccccc3C2=O)C2C(=O)N(c3ccc(F)cc3)C(=O)C12 (configuration not stated)	0.6	5.1	89.7	1	0.2	-7.1	-0.2	-1.3	95.4	17.4
CCN(CC)S(=O)(=O)c1ccc2[nH]cc(C(=O)NCCc3ccc(OC)c(OC)c3)c(=O)c2c1	-28.6	-6.5	107.1	0.7	34.0	-7.1	-0.2	4.1	105.9	-3.6

Complete entries, looked up by structure. Order of values: G6PDH CS	STAT1 inh	STAT3 activator	Diaph act CS	Diaphorase inh	APP transl inh	Hsp70 activator	TLR4-MyD88 BLA	STAT1 act	STAT3 inh
Results for COc1cccc(CN2CCNC(=O)C2CC(=O)N(Cc2cnn(C)c2)C(C)C)c1 (configuration not stated) = 10.7	-9.3	92.4	0.8	16.1	4.9	0.0	-14.1	107.0	13.1
Results for COCCNC(=O)c1ccc2snnc2c1 = 2.4	5.7	98.3	0.9	10.6	8.0	-0.3	-2.1	94.7	3.5
Results for CC(C)C1NC2(C(=O)c3ccccc3C2=O)C2C(=O)N(c3ccc(F)cc3)C(=O)C12 (configuration not stated) = 0.6	5.1	89.7	1	0.2	-7.1	-0.2	-1.3	95.4	17.4
Results for COC(CNC(=O)CNC(=S)N(CCCN1CCOCC1)Cc1cccs1)OC = -1.3	0.3	97.9	1	2.6	-20.0	0.1	-7.4	98.4	9.1
Results for C=CCON1C(=O)c2ccccc2C1=O = -0.5	0.8	95.9	0.9	8.5	-22.9	-0.2	-8.6	99.3	9.3

(list continues)
SMILES	G6PDH CS	STAT1 inh	STAT3 activator	Diaph act CS	Diaphorase inh	APP transl inh	Hsp70 activator	TLR4-MyD88 BLA	STAT1 act	STAT3 inh
S=C(NCCc1ccccc1)NC1CC2CCC(C1)N2Cc1ccccc1 (configuration not stated)	7.7	1.5	94.2	0.8	17.5	9.8	-0.1	-9.5	96.8	9.1
O=C(CNC(=O)c1ccc(Oc2ccccc2)cc1)OCc1ccc(Br)cc1	-0.8	3.5	100.6	0.8	16.3	0.1	0.0	10.1	96.8	-2.3
CC(C)=CCN1CCN(Cc2cnc(-c3ccccc3)s2)CC1CCO (configuration not stated)	10.8	-1.2	103.2	0.9	11.7	-1.4	0.2	-0.2	100.2	8.1
CSc1ccccc1C(=O)Nc1ncc(C)s1	3.1	-8.9	96.2	0.8	24.4	8.4	0.1	1.6	108.2	8.9
CC(C)OC(=O)c1cc(NC(=O)C2C3CCC(O3)C2C(=O)O)cc(C(=O)OC(C)C)c1 (configuration not stated)	-12.5	3.5	109.1	0.9	14.9	0.5	-0.2	1.8	96.8	-5.9
CC(C)(C)c1ccc(Cn2nc(CC(=O)O)c3ccccc3c2=O)cc1	14.0	0.9	106.1	1.2	-19.5	2.4	-0.1	-8.1	97.8	-2.3
CCCn1ncc([C@@H]2C[C@H]3CN(Cc4cccc(Cl)c4)C(=O)[C@]34CCCN24)c1C	2.6	-2.7	104.4	0.4	59.5*	-0.1	-0.3	-7.8	100.7	-2.7
Cc1ccc(OCCn2c(=O)oc3ccc(C)cc32)cc1	7.4	11.4	71.0	0.9	11.7	4.5	-0.3	9.9	87.8	36.1
N#C/C(=C(\O)C(F)(F)F)c1nnc2n1CCCCC2	-2.5	1.3	104.6	0.9	7.6	-15.9	-0.1	-7.1	98.9	-6.0
CC(NC(=O)C(=O)NCCC1=CCCCC1)c1ccccc1 (configuration not stated)	13.1	2.3	92.7	0.9	7.4	9.3	0.0	1.2	97.9	11.8
O=C(COC(=O)c1ccccc1)Nc1cccc(S(=O)(=O)NC2=NCCCCC2)c1	11.0	0.0	92.5	0.8	15.8	2.8	-0.4	-10.8	100.0	11.6
CCCc1cc(C(=O)NCc2cccs2)no1	2.8	-21.7	103.6	0.9	10.7	-8.4	0.3	-16.4	119.4	0.9
O=C(c1cc(-c2ccc(Cl)cc2)n(-c2ccc(Cl)cc2)n1)N1CCOCC1	3.0	2.5	106.8	0.8	17.3	-4.7	0.7	8.0	97.8	3.6
COC(=O)c1oc(-c2ccccc2)nc1C	2.4	-3.9	92.5	1	4.1	-7.7	-0.1	-6.0	101.8	12.4
NC(=O)C1CCN(C(=S)NCc2ccc3c(c2)OCO3)CC1	1.5	1.4	102.5	1	-0.5	-14.9	0.3	10.0	97.0	-0.7
COc1ccc(OC)c(-n2c(=S)[nH]c3cc(C(=O)N4CCC(C(N)=O)CC4)ccc3c2=O)c1	1.1	2.7	106.8	0.9	6.1	5.6	0.0	-13.1	97.6	-2.7
CCOC(=O)c1csc(N)n1	3.1	-5.5	109.7	1	4.4	-16.5	-0.2	-8.1	103.6	-9.8
Cc1ccc(S(=O)(=O)NCCNc2ccc([N+](=O)[O-])cc2C(F)(F)F)cc1	-4.0	-2.2	99.6	0.9	6.4	6.6	-0.6	1.3	102.0	6.9
O=C(N/N=C/c1ccco1)c1ccn[nH]1	4.1	-11.5	103.0	1	1.8	-18.4	0.0	-7.0	110.6	-1.8
Fc1c(F)c(C(F)(F)F)c(F)c(F)c1N/N=C\c1cccs1	13.5	4.1	111.8	0.8	24.4	-3.7	-0.1	-20.6	96.2	-9.1
CN1CC=C2C(C#N)=C(N)C(C#N)(C#N)C(CCc3ccccc3)C2C1 (configuration not stated)	-11.8	-0.3	124.9	0.8	22.7	-2.0	-0.3	0.0	100.8	-22.0
Cc1nc2ccc(NC(=O)c3cccc(S(=O)(=O)N(C)c4ccccc4)c3)cc2s1	-19.7	13.8	91.7	0.7	27.1	-2.0	-0.4	-6.5	87.7	7.6
CCSc1nnc(NC(=O)[C@@H](NC(=O)c2ccccc2)C(C)C)s1	-18.5	-5.7	105.4	0.9	6.1	9.3	-0.2	5.2	105.0	-6.0
CN(C)C(=O)c1cn(-c2ccccc2)nc1-c1cc2ccccc2oc1=O	-1.1	-7.0	105.1	1.1	-8.0	-16.7	-0.4	3.5	105.4	-4.5
CC(=O)Nc1ccc(/C=C(\C#N)C(=O)NCc2ccccc2)cc1	3.3	0.6	85.7	0.9	11.2	-5.5	-0.1	-14.3	99.4	16.9
C/C(=N\NC(=O)Cc1ccc(F)cc1)c1ccc(O)cc1	13.5	9.8	96.1	1	1.0	-18.5	-0.1	-16.1	91.0	12.6
N=c1c2c3c(sc2ncn1CCN1CCOCC1)CCCC3	4.3	6.9	104.0	0.9	6.3	-8.6	-0.3	-4.2	93.6	-1.7
O=C(CCNC(=O)Cn1ccc2ccccc2c1=O)NCCCN1CCOCC1	14.2	7.7	96.3	0.9	6.6	6.2	0.2	5.8	93.4	5.1
CCCCc1ccc(Nc2nc(CCC)cc(=O)[nH]2)cc1	-26.4	1.4	101.0	0.7	30.6	-5.1	0.1	-7.0	98.7	4.8
COC(=O)c1ccc(CC(=O)c2ccc(O)cc2O)o1	16.8	21.5	94.5	0.9	5.1	-3.5	-0.1	-6.1	80.3	8.3
O=C(NCc1ccco1)c1nnc(Cc2ccc(F)cc2)o1	5.6	-4.2	99.4	1	-2.0	26.6	-0.1	-2.9	104.8	0.9
O=C1CC(c2ccccc2)n2nc(NC(=O)c3cccnc3)nc2N1 (configuration not stated)	7.4	-0.8	100.5	1	-3.0	4.6	-0.2	19.4	100.7	3.7
O=C(NCc1ccccn1)c1cc(S(=O)(=O)N2CCN(c3ccccc3)CC2)ccc1Cl	3.7	2.3	88.3	0.8	19.0	-5.5	-0.3	-9.7	97.9	21.0
Cc1ccc(S(=O)(=O)N2CN(Cc3ccco3)c3nc4ccccc4nc32)cc1C	10.2	2.6	103.1	0.8	18.8	-4.0	-0.3	-7.0	97.7	-2.5
COc1ccc(OCC(=O)N/N=C(/C)Cc2ccccc2)cc1	-9.6	-4.7	94.1	0.9	5.3	-5.8	0.1	-8.6	104.1	4.8
Cc1ccc2nc(NC(=O)CSCC(=O)OCC(=O)c3ccc(Br)cc3)sc2c1	4.1	36.5*	32.7	0.9	7.8	5.7	-0.4	-5.0	67.4	87.1*
COc1ccc(C)cc1NC(=O)NNC(=O)C1CCC(C(C)(C)C)CC1 (configuration not stated)	-8.4	-4.0	107.7	0.9	11.0	-4.3	-0.1	-9.3	101.6	-2.8
